# Bioassay records (PubChem BioAssay)
# PDI inh: inhibitors of human PDI, primary screen, biochemical, turbidity, single point, plate reader. Protein disulfide-isomerase (Homo sapiens), P07237. PDI insulin aggregation turbidity, A650, 90 min. inhibition, % at 10 µM. actives 0.052% (n = 350,000). AID 588391, 2011;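 active = mean inhibition across replicates of 30% or more, whatever share of single replicates reach that level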;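 also: absorbance from insulin aggregation driven by PDI reduction with DTT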
# H9c2 protect: cardioprotection against H2O2-induced cell death, primary screen, uHTS, H9c2 cells, ATPLite luminescence. actives 0.63% (n = 360,000). AID 588492, 2011. protection from H2O2 cell death, % at 20 µM. H9c2 cardiomyocytes, H2O2 injury protection, 2 h;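 active = compounds giving at least 50% protection of heart cells from peroxide-induced death in the single-dose screen, raw or plate-pattern-corrected value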;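 also: 0% = DMSO wells with peroxide and 100% = DMSO wells without peroxide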
# NR2E3 ag-1: inhibitors of NR2E3-RetCOR corepressor binding, primary screen, NR2E3 agonist project, biochemical, TR-FRET, GST-NR2E3, biotin-RetCOR | 1536-well | AID 2300, 2010 | Photoreceptor-specific nuclear receptor (Homo sapiens), Q9Y5X4 | actives 0.12% (n = 320,000) | inhibition of corepressor binding, % at 4.78 µM;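 active = percent inhibition above the cutoff of mean plus 3 SD of all tested compounds, set per screening campaign, cut at about 20% in these data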;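 also: 0% = DMSO wells and 100% = biotin wells as full block of FRET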
# Target sequence (Q9Y5X4 whole entry, looked up): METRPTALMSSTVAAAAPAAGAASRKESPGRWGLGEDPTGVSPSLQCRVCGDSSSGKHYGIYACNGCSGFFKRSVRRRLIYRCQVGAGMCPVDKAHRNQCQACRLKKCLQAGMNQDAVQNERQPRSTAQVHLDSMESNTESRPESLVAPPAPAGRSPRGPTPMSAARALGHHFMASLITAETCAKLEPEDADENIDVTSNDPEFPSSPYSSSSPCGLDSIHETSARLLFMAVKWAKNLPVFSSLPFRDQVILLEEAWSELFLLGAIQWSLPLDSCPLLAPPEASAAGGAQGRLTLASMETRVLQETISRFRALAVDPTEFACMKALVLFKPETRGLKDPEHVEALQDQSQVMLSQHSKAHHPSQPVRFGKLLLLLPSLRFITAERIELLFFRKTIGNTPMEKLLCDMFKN
#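 Test system: GST-NR2E3 and biotin-RetCOR proteins | Quantity: 1.35 nM GST-tagged NR2E3 final | Medium: Tris pH 7.5 | Also added: 7 nM biotin-RetCOR | Dosing: Compound at 4.8 µM, single dose | Timing: 5 h at 4 °C | Detection: Time-resolved FRET | Read-out basis: Percent inhibition | Benchmarks: Biotin wells as high control, 0.6% DMSO wells as low control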
# NR2E3 ag-2: NR2E3 agonists in two-hybrid cells, primary screen, cell-based, luminescence, CHO-S, Gal4-NCOR/VP16-NR2E3; luciferase; AID 602229, 2012; inhibition of corepressor binding, % at 3.98 µM; Photoreceptor-specific nuclear receptor (Homo sapiens), Q9Y5X4; actives 0.35% (n = 360,000);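 active = inhibition above the mean of all tested compounds plus 3 SD, cut at about 70% in these data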;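 also: 0% = DMSO with NR2E3 transfected cells and 100% = cells lacking NR2E3 construct; higher means lower luciferase signal from less NR2E3 corepressor binding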
# HIF-2a inh: HIF-2a reporter inhibitors, primary screen, luminescence, 786-0 RCC cells; 786-0 RCC cells HIF-2a reporter, luciferase luminescence, overnight; inhibition, % at 18.8 µM; actives 0.72% (n = 360,000); AID 624352, 2012;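 active = inhibition of the luminescence signal of 40% or more relative to plate controls, in a single-dose primary screen at 18.75 µM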
# Shn3 3UTR inh: reduction of Shn3 3'UTR firefly luciferase signal, primary screen, Schnurri-3 inhibitor project, cell-based, Clone20 osteoblasts, set 2. inhibition, % at 12.5 µM. actives 0.52% (n = 360,000). AID 588674, 2011. Clone20 osteoblast Shn3 3'UTR firefly luciferase, 24 h;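 active = mean inhibition of at least 75% with every replicate also reaching 75%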;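 also: 0% = median of neutral control wells and 100% = pilot-screen positive control compound; some compounds past the cut are filed as inactive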
# HTR2A ag: mouse Htr2a agonists via beta-arrestin recruitment, primary screen, cell-based, luminescence; 5-hydroxytryptamine receptor 2A (Mus musculus), P35363; CHO-K1 mHTR2A beta-arrestin complementation; percent of 30 µM serotonin response; activation, % at 7.6 µM; actives 0.66% (n = 360,000); AID 624169, 2012;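 active = activation above a run cutoff, the mean activation of all tested compounds plus 3 SD, cut at about 14% in these data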;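 also: 0% = plate median of compound wells and 100% = 30 µM serotonin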
# Target sequence (P35363 whole entry, looked up): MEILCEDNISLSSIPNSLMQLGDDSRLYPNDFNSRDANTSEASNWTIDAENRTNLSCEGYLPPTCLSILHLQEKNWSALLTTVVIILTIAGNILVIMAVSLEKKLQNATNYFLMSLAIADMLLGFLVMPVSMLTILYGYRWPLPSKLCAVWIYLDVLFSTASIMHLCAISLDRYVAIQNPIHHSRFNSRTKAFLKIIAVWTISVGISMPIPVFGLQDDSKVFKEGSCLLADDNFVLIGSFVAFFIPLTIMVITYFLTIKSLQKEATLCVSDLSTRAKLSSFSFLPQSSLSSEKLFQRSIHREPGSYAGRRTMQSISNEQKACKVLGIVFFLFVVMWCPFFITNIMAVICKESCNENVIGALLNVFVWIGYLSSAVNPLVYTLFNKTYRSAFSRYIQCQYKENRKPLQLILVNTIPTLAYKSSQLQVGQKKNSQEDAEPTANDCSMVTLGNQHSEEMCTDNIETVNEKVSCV
# Peg3 promoter: Peg3 promoter-driven luciferase inhibitors, primary screen, cell-based, HeLa, luciferase luminescence. inhibition, % at 20 µM. HeLa PEG-Prom luciferase reporter, overnight. actives 1.7% (n = 360,000). AID 588405, 2011;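 active = inhibition of at least 50% at 20 µM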
# hiPSC survival: enhancers of single-cell hiPSC survival, primary screen, ATPlite luminescence; actives 0.044% (n = 360,000); survival enhancement, % at 20 µM; 100% = ROCK inhibitor wells, 0% = DMSO; AID 602274, 2012; in the data active = survival enhancement above about 18%;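 also: cells exposed to compounds for 16 hours before the ATP read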
# CaV13 ICDI inh: Primary screen for inhibitors of IQ motif and Ca2+-dependent inactivation inhibitor domain binding in CACNA1D, Förster resonance energy transfer in living cells, …; AID 743397; actives 0.098% (n = 340,000); inhibition, % at 12.3 µM; HEK cells, CFP/YFP FRET ICDI-IQ, plate reader, 10 min; percent FRET-ratio fall versus neutral wells;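 active = mean replicate inhibition of at least 30% and at least 1% of replicates passing that level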;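 also: 0% = median of the neutral control wells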
# TRPM1 prom inh: inhibitors of MITF-dependent TRPM1 promoter reporter, primary screen, cell-based, SK-MEL-5, single point, luciferase | SK-MEL-5 TRPM1 promoter luciferase, 24 h | inhibition, % at 12.5 µM | actives 0.83% (n = 330,000) | AID 488899, 2010;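 active = mean inhibition across replicates of 60% or more, whatever share of single replicates reaches that level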; also: values of inactives mirror those of a sister screen read the other way
# The depositor's hits bear a star; nt = not tested or not shown; & = joins results of further samples; ! = repeats disagree.
SMILES,PDI inh,H9c2 protect,NR2E3 ag-1,NR2E3 ag-2,HIF-2a inh,Shn3 3UTR inh,HTR2A ag,Peg3 promoter,hiPSC survival,CaV13 ICDI inh,TRPM1 prom inh
O=C(NCc1ccccn1)C(=O)NCC1OCCN1S(=O)(=O)c1ccc(Cl)cc1 (stereo not drawn),-2,-4,2,7,12,1,-1,16,1.1,-10,5
COc1ccc(C(C)=O)cc1CSc1nc(C)cc(C)n1,0,21,2,2,21,2,0,27,1.6,10,3
COc1ccc(-c2nn(-c3ccccc3)cc2C(=O)N2CCOCC2)cc1,-1,-1,1,-2,3,-30,-5,11,0.1,-9,5
Cc1ccc(S(=O)(=O)C(C#N)c2nc3ccccc3nc2N2CCCC2)cc1 (stereo not drawn),7,32,1,-14,0,-12,-1,17,-0.9,-9,-4
COc1cc(/C=N/NC(=O)c2ccncc2)ccc1OC(=O)c1cc(OC)c(OC)c(OC)c1,4,10,1,-20,8,-2,6,-5,0.3,-4,-2
O=C(Nc1ccnn1C1CCN(C/C=C/c2ccc(F)cc2)CC1)C1CCCC1,0,-3,0,-10,10,-6,-12,-14,-0.3,-9,18
CCCCc1cc(=O)oc2c(CN3CCN(C)CC3)c(O)ccc12,4,15,-2,-9,9,7,3,1,-0.4,-5,nt
CN1CCC23c4ccccc4NC1C21CCN(C)C3Nc2ccccc21,nt,1,-1,-5,11,-29,-2,-18,0.0,nt,nt
CN(CCCN1CCCCC1)C(=O)c1cc(COc2ccc(F)cc2F)on1,6,1,1,-30,-25,0,-3,-15,0.4,-2,-10
CCOC(=O)Cc1csc(NC(=O)c2ccc3ncsc3c2)n1,-22,7,-1,-89,-189,-55,8,-159,0.8,-2,-2

# A few values from above.
# CCOC(=O)Cc1csc(NC(=O)c2ccc3ncsc3c2)n1 @ TRPM1 prom inh = -2
# CCCCc1cc(=O)oc2c(CN3CCN(C)CC3)c(O)ccc12 @ Shn3 3UTR inh = 7

# Additional compounds follow.
SMILES,PDI inh,H9c2 protect,NR2E3 ag-1,NR2E3 ag-2,HIF-2a inh,Shn3 3UTR inh,HTR2A ag,Peg3 promoter,hiPSC survival,CaV13 ICDI inh,TRPM1 prom inh
COc1cccc(CNCCO)c1OCc1ccccc1,1,4,-1,1,19,-17,2,-4,-1.3,1,7
CSc1ncccc1C(=O)OCC(=O)Nc1cc(C(F)(F)F)ccc1N1CCOCC1,-5,-2,1,-22,30,23,-2,22,1.3,-9,5
CC(C)OC(=O)c1cc2c(ccn2C)n1CC(=O)N(Cc1ccccc1)c1ccc(F)cc1,22,9,2,7,-2,79,-1,21,3.6,-3,17
O=[N+]([O-])c1ccc(/C=N/Nc2ncccc2[N+](=O)[O-])s1,-1,-1,2,20,-65,-26,11,-60,-0.7,-8,9
O=C(Oc1cccc(NC(=O)c2ccco2)c1)c1cccc(S(=O)(=O)N2CCCCC2)c1,1,-13,1,-7,-34,-44,11,-34,0.0,-5,-1
CN(C)C(CNC(=O)CSc1nnc(-c2ccco2)o1)c1ccccc1 (stereo not drawn),2,1,-4,17,7,2,2,-10,2.3,-4,10
O=C(c1cc2nc(-c3ccco3)cc(C(F)(F)F)n2n1)N1CCCc2ccccc21,-5,7,2,-10,-4,5,23*,-18,2.5,-5,-12
CCOc1ccc(C(=O)C(C)OC(=O)c2cnc(C)cn2)cc1 (stereo not drawn),-7,-2,-2,-2,-1,-2,-2,-14,0.8,-7,-6
CC1CN(CC(=O)NCc2ccccc2)CC(C)O1 (stereo not drawn),-11,6,1,-1,10,3,15*,7,0.0,0,-8
O=C(NCc1ccccc1)OC1CC2CC1[C@H]1CCCCN1C2=O (stereo partly drawn),nt,nt,nt,1,-1,nt,5,nt,-0.3,-5,nt

# In the list so far, these have an aryl methoxy group:
SMILES,PDI inh,H9c2 protect,NR2E3 ag-1,NR2E3 ag-2,HIF-2a inh,Shn3 3UTR inh,HTR2A ag,Peg3 promoter,hiPSC survival,CaV13 ICDI inh,TRPM1 prom inh
COc1ccc(C(C)=O)cc1CSc1nc(C)cc(C)n1,0,21,2,2,21,2,0,27,1.6,10,3
COc1ccc(-c2nn(-c3ccccc3)cc2C(=O)N2CCOCC2)cc1,-1,-1,1,-2,3,-30,-5,11,0.1,-9,5
COc1cc(/C=N/NC(=O)c2ccncc2)ccc1OC(=O)c1cc(OC)c(OC)c(OC)c1,4,10,1,-20,8,-2,6,-5,0.3,-4,-2
COc1cccc(CNCCO)c1OCc1ccccc1,1,4,-1,1,19,-17,2,-4,-1.3,1,7

# Further compounds follow:
SMILES,PDI inh,H9c2 protect,NR2E3 ag-1,NR2E3 ag-2,HIF-2a inh,Shn3 3UTR inh,HTR2A ag,Peg3 promoter,hiPSC survival,CaV13 ICDI inh,TRPM1 prom inh
COc1ccc(-n2c(=S)[nH]c3cc(C(=O)O)ccc3c2=O)cc1,-2,-4,5,12,8,7,-1,21,-0.4,-4,-8
CC(C)=C[C@H]1C[C@H](C)[C@H]2CC[C@H](C)c3c(O[C@@H]4OC[C@@H](O)[C@H](O)C4O)c(O)c(C)c1c32 (stereo partly drawn),-6,-8,nt,-3,7,1,7,12,-0.1,-5,-1
COc1ccc(OCC(=O)Nc2ccc3c(c2)nc(CCNC(C)=O)n3C)cc1,11,0,2,-23,2,-28,-2,2,-0.5,-3,-15
CC(=O)N(C)c1ccc(N=Nc2c(C)[nH]n(C(N)=S)c2=O)cc1,-2,-11,-3,-129,-120,-29,6,-121,0.8,-4,-27
O=C1NC(Cc2ccc(O)cc2)c2nc3ccc(F)cc3c(=O)n2-c2ncccc21 (stereo not drawn),20,17,nt,-5,13,-14,-1,9,-1.7,-6,nt
Cc1cn(-c2cc(C(=O)Nc3ccc(C)c(NC(=O)C(=O)c4c[nH]c5ccccc45)c3)cc(C(F)(F)F)c2)cn1,1&5,17&16,2,0&22,24&9,25&24,17*!,29&23,0.5&-1.1,-3&-4,12
COc1ccc(C[C@H]2c3cc(O)c(OC)cc3CC[N+]2(C)[O-])cc1O (stereo partly drawn),5,21,-2,-9,4,-13,-3,2,-2.9,-4,-5
CCCc1cc(C(=O)NCCc2ccc(OC)c(OC)c2)no1,nt,-1,-1,-16,-5,0,1,3,-2.1,-3,nt
O=C(COC(=O)Cc1cn2ccsc2n1)Nc1nc2ccccc2s1,4,5,0,-15,-28,-9,-2,-20,-2.3,-5,-4
COc1ccc(NC(=O)[C@@H]2CCCN2S(=O)(=O)c2cccc3cccnc23)cc1,-2,-2,0,15,11,23,4,5,-0.6,-4,2
C[C@H]1CN=C(N(C)C)N1CCc1ccccc1,7,-3,-2,-6,0,-7,-3,-1,4.9,-10,-4
Cc1cc(C)cc(NC(=O)C/C(N)=N/O)c1,-13,-2,-1,-20,7,-2,3,-2,2.1,-4,3
COc1cc(/C=C2\SC(=O)N(Cc3ccc(F)cc3)C2=O)cc([N+](=O)[O-])c1O,-8,-16,nt,4,11,2,6,30,3.9,-6,0
Cc1cccc(C2N(c3nccs3)C(=O)C3CCCN32)c1 (stereo not drawn),5,0,-1,-27,-3,20,0,-8,-2.7,-3,1
O=C(Nc1ccc2nc(-c3ccccn3)c(-c3ccccn3)nc2c1)N1CCOCC1,1,6,-1,-11,7,4,5,8,-0.9,-6,-8
Cc1cccc(/C=N/c2sc3c(c2C#N)CCN(Cc2ccccc2)C3)c1O,-7,2,-2,-37,-110,-1,1,-76,-0.8,-2,0
CCOC(=O)c1c(C)n(C)c2ccc(OC)c(NC(=O)CN3CCC(C(=O)OCC)CC3)c12,-6,-3,3,0,20,-21,2,13,0.0,-20,-9
C=C1C(=O)O[C@@]23[C@H]1CC[C@@H](C)[C@@H]2CC[C@@]1(C)O[C@@H]31,1,-8,nt,-27,19,-19,5,-102,-2.5,nt,85*
O=S(=O)(Nc1ccccc1Cl)c1ccc(F)cc1,-2,0,0,-8,16,12,-1,1,-0.9,-8,11
CCn1c(CCn2c3ccccc3c3ccccc32)n[nH]c1=S,2,6,-6,-34,10,2,-1,-12,1.6,-3,-6

# Three structures already listed, ordered by SMILES length, largest number first:
SMILES,PDI inh,H9c2 protect,NR2E3 ag-1,NR2E3 ag-2,HIF-2a inh,Shn3 3UTR inh,HTR2A ag,Peg3 promoter,hiPSC survival,CaV13 ICDI inh,TRPM1 prom inh
C=C1C(=O)O[C@@]23[C@H]1CC[C@@H](C)[C@@H]2CC[C@@]1(C)O[C@@H]31,1,-8,nt,-27,19,-19,5,-102,-2.5,nt,85*
COc1cc(/C=C2\SC(=O)N(Cc3ccc(F)cc3)C2=O)cc([N+](=O)[O-])c1O,-8,-16,nt,4,11,2,6,30,3.9,-6,0
Cc1cccc(/C=N/c2sc3c(c2C#N)CCN(Cc2ccccc2)C3)c1O,-7,2,-2,-37,-110,-1,1,-76,-0.8,-2,0

# (listing goes on)
SMILES,PDI inh,H9c2 protect,NR2E3 ag-1,NR2E3 ag-2,HIF-2a inh,Shn3 3UTR inh,HTR2A ag,Peg3 promoter,hiPSC survival,CaV13 ICDI inh,TRPM1 prom inh
O=C(c1cccc([N+](=O)[O-])c1)c1ccc2c(c1)OCCOCCOCCOCCO2,2,4,1,4,4,-2,6,18,0.4,-5,nt
CN(C)C(=O)c1ccc(NC(=O)c2ccccc2SCC(=O)N2CCCC2)cc1,-2,1,1,-10,-16,-4,-3,-1,3.2,-19,-16
Cc1cc(C)n(CC(=O)Nc2ccc3c(c2)OCO3)c(=O)c1C#N,3,0,-3,5,6,3,7,-3,0.0,-6,2
COc1ccc(C(=O)/C(C#N)=N/Nc2ccc([N+](=O)[O-])cc2)cc1,-5,-23,1,-59,-1,89*,-2,38,-0.3,-20,72*
O=C(N/C(=C/c1cn(-c2ccccc2)nc1-c1ccccc1)C(=O)N1CCOCC1)c1ccc(Cl)cc1Cl,-8,18,1,22,4,8,0,5,-0.8,-5,2
C=C[C@@H]1c2cc(C)ccc2N(S(=O)(=O)c2ccc(C)cc2)[C@H](c2ccccc2)C1(C#N)S(=O)(=O)c1ccccc1 (stereo partly drawn),-1,-6,nt,-9,-1,19,3,25,-1.9,-6,-1
